inhibitors of VEEV = inhibitors of VEEV TC-83 cytopathic effect, confirmation, Vero cells (AID 588727). Vero cells, VEEV TC-83 cytopathic effect inhibition; higher % means a stronger effect. one-dose inhibition, % at 20 µM; IC50 in µM for titrated hits. hit rate 0.13% among 350,000; in the data active = a potency from the dose series; inconclusive = inhibition mostly from about 14% at the one dose, without a potency; inactive = the rest, 99 in 100 with inhibition below about 12%; also: strong numbers were not always called active
Salmonella PhoP GFP = PhoP regulon inhibitors, Salmonella typhi PhoP promoter GFP reporter, confirmatory (AID 1850); Salmonella Typhi PhoP-promoter GFP reporter, fluorescence, 4 h; higher % means a stronger effect; inhibition, % at 50 µM, or IC50 in µM where a hit was titrated; hit rate 0.33% among 310,000; in the data active = a potency from the dose series; inconclusive = inhibition mostly from about 25% at the one dose, without a potency; inactive = the rest, 99 in 100 with inhibition below about 19%;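 also: 0% = induced wells with vehicle and 100% = uninduced wells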
H1N1 NS1A inhibition = H1N1 influenza NS1A inhibitors, functional cell based assay (AID 504329); inhibition, % at 12.5 µM, or IC50 in µM where a hit was titrated; hit rate 0.3% among 340,000; NS1A functional cell-based assay, percent inhibition; higher % means a stronger effect; in the data active = a potency from the dose series; inconclusive = inhibition above about 27% without an active follow-up result; also: strong numbers were not always called active
H37Rv inhibition = M. tuberculosis growth inhibition, HTS (AID 449762); inhibition, % at 25 µM, or IC50 in µM where a hit was titrated; hit rate 0.59% among 330,000; M. tuberculosis H37Rv growth inhibition, 7H9 media; higher % means a stronger effect; in the data active = a potency from the dose series; inconclusive = inhibition above about 70% without an active follow-up result;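 also: bacterial growth assessed after seven days of incubation; strong numbers were not always called active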
tuberculosis growth = growth inhibition of non-replicating M. tuberculosis (AID 488890). Mycobacterium tuberculosis non-replicating, growth inhibition; higher % means a stronger effect. one-dose inhibition, % at 25 µM; IC50 in µM for titrated hits. hit rate 0.39% among 320,000; in the data active = a potency from the dose series; inconclusive = inhibition mostly from about 82% at the one dose, without a potency; inactive = the rest, 99 in 100 with inhibition below about 76%;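 also: plate controls were DMSO cells for no effect and high antibiotic wells for full effect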
inhibitors of VEEV 10K pilot screen = recorded beside inhibitors of VEEV, whose call it bears; inhibition, %; measured here: 10K pilot screen inhibition
* hit, by the source's call; i = inactive; ? = inconclusive; . = no result given; & = joins results of further samples.

SMILES	inhibitors of VEEV	Salmonella PhoP GFP	H1N1 NS1A inhibition	H37Rv inhibition	tuberculosis growth	others
Cc1ccc(OCCC(=O)OCC(=O)NC2CCCC(C)C2C)cc1 (centres undefined)	3.7%	.	-16%	3%	69%
O=C(COC(=O)C12CC3CC(CC(O)(C3)C1)C2)NC12CC3CC(CC(C3)C1)C2	4.1%	-4%	9%	-9%	8%
CCOC(=O)c1sc2nc(CSc3nc4ccccc4n3CC)[nH]c(=O)c2c1C	2.2%	1%	-3%	-1%	6%
CC(C)CCn1c(O)c(N=Nc2ccccn2)c2ccccc21	i	0%	-8%	24%	69%
C/C(=N\NC(=O)OC(C)(C)C)c1ccccc1Br	i	-2%	6%	7%	0%
COc1ccc(CNC(=O)CCSCc2ccccc2C)cc1	1.1%	-5%	-5%	7%	22%
COc1ccc(Cc2nnc(NS(=O)(=O)Cc3ccccc3)s2)cc1	1.2%	1%	-2%	-2%	2%	inhibitors of VEEV 10K pilot screen=0.5
NC(=O)c1c(NC(=O)CCCn2cnc([N+](=O)[O-])n2)sc2c1CCCC2	i	2%	5%	-2%	28%
O=C(N/N=C/c1cc(Cl)ccc1O)c1ccc(Br)cc1	12%	-15%	-3%	-6%	?
CCCCn1c(O)c(C(CC)=NCc2ccc(F)cc2)c(=O)[nH]c1=O	i	-9%	-4%	-3%	15%
COc1ccc(CCOC(=O)c2cccc(NC(C)=O)c2)cc1	3.7%	-2%	-8%	6%	15%
CC(=O)c1ccc(NC(=O)COC(=O)CC2CC3CCC2C3)cc1 (centres undefined)	2.1%	.	1%	-7%	43%
Cc1ccc(O)c(CCc2ccc(O)cc2)n1	0.5%	0%	-2%	-4%	-1%
O=C(CSc1nnc(COc2ccccc2Cl)o1)Nc1ccccc1	2.0%	.	-8%	-7%	?
Nc1nc(C(F)(F)F)cc(=O)[nH]1	0.0%	5%	-18%	-4%	-11%
Cc1c(NC(=O)c2cc(-c3ccc4c(c3)OCO4)on2)c(=O)n(-c2ccccc2)n1C	1.7%	-8%	-13%	2%	-1%
COc1ccc(C(=O)COC(=O)CCn2nnc(-c3cccs3)n2)cc1	0.2%	5%	3%	-3%	?
Cc1cc(C(=O)Nc2ccccn2)no1	3.6%	-2%	-10%	-4%	-6%
O=C(NCc1ccc(F)cc1)C(=O)NCC1CCCN1S(=O)(=O)c1ccccc1 (centres undefined)	5.6%	-1%	6%	1%	12%
COc1ccccc1C1/C(=C(/O)c2ccc(Cl)cc2)C(=O)C(=O)N1CCN1CCOCC1 (centres undefined)	1.1%	0%	1%	-5%	3%
O=c1[nH]c(C2CCN(S(=O)(=O)c3ccc4c(c3)OCCO4)CC2)nc2c1nnn2Cc1c(F)cccc1Cl	5.7%	10%	13%	58%	15%
CCOC(=O)C1CCCN(CCC(=O)Nc2cc(OC)ccc2OC)C1 (centres undefined)	0.2%	4%	-5%	-1%	-2%
COc1ccc(N(CC(=O)NCc2ccccc2OC)S(=O)(=O)c2ccccc2[N+](=O)[O-])c(OC)c1	6.5%	1%	-8%	3%	17%
Nc1nc(=O)n(C2CCCCO2)cc1Br (centres undefined)	1.5%	.	-2%	.	.
NC(=O)c1ccc(NC(=O)COC(=O)c2ccc([N+](=O)[O-])cc2)cc1	0.2%	4%	-6%	-11%	-7%
COc1ccccc1Nc1nc(C)c(C(=O)Nc2ccccc2)s1	6.2%	-3%	-6%	1%	10%
NC(=O)C1CCN(C(=O)C(=O)c2cn(CC(=O)N3CCCC3)c3ccccc23)CC1	1.3%	-3%	-11%	-7%	3%
CCn1cc(C(=O)N2CCN(c3ccc(OC)cc3)CC2)c(=O)c2cc(S(=O)(=O)N3CCOCC3)ccc21	0.4%	-4%	-3%	-8%	8%
CCN1C(=O)[C@H]2[C@@H](c3ccc(Cl)cc3)N3C(=O)CN(Cc4ccccc4)C(=O)[C@@]3(C)[C@H]2C1=O	0.4%	1%	3%	-2%	20%
O=C(c1cc(Cl)cc(Cl)c1)N1CCC2CC1c1cc(-c3ccc4c(c3)OCO4)ccc12 (centres undefined)	2.1%	.	-29%	.	.
COc1ccc(N2CCN(Cc3cc(OC)c(O)c([N+](=O)[O-])c3)CC2)cc1	0.9%	-3%	0%	-23%	-3%
COc1ccc(NC(=O)COC(=O)CC2CCCCC2)cc1	0.2%	.	-6%	?	74%
O=C(c1cc2c(s1)CCCCC2)N1CCN(c2ncccn2)CC1	0.3%	5%	0%	52%	37%
Cn1cccc1/C=N/NC(=O)c1cc(-c2cccs2)nc2ccccc12	2.0%	-1%	27%	-11%	-12%
COc1ccc(C(C[N+](=O)[O-])n2nc(C)cc2C)cc1 (centres undefined)	1.2%	4%	-7%	24%	60%
CC(Nc1ncnc2ccccc12)c1ccccc1 (centres undefined)	i	6%	-5%	9%	70%
C/C(=C1\SC(N2CCOCC2)=NC1=O)c1ccccc1	i	-6%	-25%	-6%	-13%
Cc1ccc(N2CC(c3nc4ccccc4n3C)CC2=O)cc1 (centres undefined)	0.2%	-1%	9%	-4%	-10%
COc1ccc(C2=NN(C(=O)c3cccs3)C(c3ccccc3O)C2)cc1 (centres undefined)	5.8%	-7%	11%	33%	17%
CCc1ccc(C2CC(c3ccc(C)cc3)n3nc(N)nc3N2)cc1 (centres undefined)	0.7%	.	10%	.	.

Some of these compounds in order of SMILES length, highest first.
SMILES	inhibitors of VEEV	Salmonella PhoP GFP	H1N1 NS1A inhibition	H37Rv inhibition	tuberculosis growth	others
O=c1[nH]c(C2CCN(S(=O)(=O)c3ccc4c(c3)OCCO4)CC2)nc2c1nnn2Cc1c(F)cccc1Cl	5.7%	10%	13%	58%	15%
CCn1cc(C(=O)N2CCN(c3ccc(OC)cc3)CC2)c(=O)c2cc(S(=O)(=O)N3CCOCC3)ccc21	0.4%	-4%	-3%	-8%	8%
Cc1c(NC(=O)c2cc(-c3ccc4c(c3)OCO4)on2)c(=O)n(-c2ccccc2)n1C	1.7%	-8%	-13%	2%	-1%
NC(=O)C1CCN(C(=O)C(=O)c2cn(CC(=O)N3CCCC3)c3ccccc23)CC1	1.3%	-3%	-11%	-7%	3%
NC(=O)c1c(NC(=O)CCCn2cnc([N+](=O)[O-])n2)sc2c1CCCC2	i	2%	5%	-2%	28%
O=C(NCc1ccc(F)cc1)C(=O)NCC1CCCN1S(=O)(=O)c1ccccc1 (centres undefined)	5.6%	-1%	6%	1%	12%
COc1ccc(C(=O)COC(=O)CCn2nnc(-c3cccs3)n2)cc1	0.2%	5%	3%	-3%	?
CC(=O)c1ccc(NC(=O)COC(=O)CC2CC3CCC2C3)cc1 (centres undefined)	2.1%	.	1%	-7%	43%
COc1ccc(C(C[N+](=O)[O-])n2nc(C)cc2C)cc1 (centres undefined)	1.2%	4%	-7%	24%	60%
COc1ccccc1Nc1nc(C)c(C(=O)Nc2ccccc2)s1	6.2%	-3%	-6%	1%	10%
CC(C)CCn1c(O)c(N=Nc2ccccn2)c2ccccc21	i	0%	-8%	24%	69%
COc1ccc(NC(=O)COC(=O)CC2CCCCC2)cc1	0.2%	.	-6%	?	74%
C/C(=N\NC(=O)OC(C)(C)C)c1ccccc1Br	i	-2%	6%	7%	0%
Cc1ccc(O)c(CCc2ccc(O)cc2)n1	0.5%	0%	-2%	-4%	-1%
Nc1nc(C(F)(F)F)cc(=O)[nH]1	0.0%	5%	-18%	-4%	-11%
Nc1nc(=O)n(C2CCCCO2)cc1Br (centres undefined)	1.5%	.	-2%	.	.
Cc1cc(C(=O)Nc2ccccn2)no1	3.6%	-2%	-10%	-4%	-6%

Next section
SMILES	inhibitors of VEEV	Salmonella PhoP GFP	H1N1 NS1A inhibition	H37Rv inhibition	tuberculosis growth	others
COc1ccc(NC2=NC(C)(CO)CS2)cc1 (centres undefined)	0.2%	-4%	6%	-2%	16%
COc1ccccc1/C=C/C(=O)NC(=S)N(C)C1CCCCC1	0.8%	1%	5%	7%	2%
C=CCOC(=O)/C(=C/c1ccco1)NC(=O)/C=C/c1ccccc1	0.5%	-12%	7%	5%	7%
O=C(O)c1cccnc1SC1CC(=O)N(CCc2ccccc2)C1=O (centres undefined)	i	5%	6%	4%	?
O=C(CCCc1nc2ccccc2s1)NC(c1ccccc1)c1ccccc1	1.4%	-15%	0%	-1%	1%
Clc1ccc(Oc2cccc(/C=N/n3cnnc3)c2)cc1	1.0%	1%	-7%	?	60%
COc1ccc(CCN2CC(C(=O)NCc3c(C)n[nH]c3C)CCC2=O)cc1 (centres undefined)	0.2%	1%	-9%	-8%	-8%
CCCc1cc(=O)[nH]c(SCC(=O)c2cc(C)n(C3CC3)c2C)n1	5.7%	-9%	-3%	12%	24%
CCN(CC)CC(C)CNC(=O)CC(C(=O)N1CCc2ccccc21)n1ccnc1 (centres undefined)	4.1%	-2%	5%	-10%	0%
CCOC(=O)c1ccc2nc(Nc3nc4ccc(F)cc4s3)sc2c1	2.7%	-4%	-9%	11%	46%
O=C(COc1cccc2ccccc12)N/N=C/c1ccco1	6.0%	-4%	4%	7%	38%
CCCn1nnc(NC(=O)c2ccccc2Br)n1	0.7%	0%	-5%	-3%	-7%
COc1ccc(NC(=O)CN2C(=O)NC(c3ccccc3)(c3ccccc3)C2=O)cc1	6.7%	-3%	7%	-2%	5%
NC(=O)c1ccc[n+](CC(=O)c2ccc(NC(=O)c3ccccc3)cc2)c1	0.6%	-2%	-3%	-3%	-8%
Cc1c(Nc2ncnc3nc[nH]c23)c(=O)n(-c2ccccc2)n1C	0.8%	-7%	27%	-6%	.
COc1cc(C(C)=O)ccc1OCC(O)CN1CCN(S(=O)(=O)c2ccccc2)CC1 (centres undefined)	1.1%	-2%&10%	-3%	-11%	-3%
CCOC(=O)C1=C(C)NC(SCC(=O)O)=NC1c1ccccc1 (centres undefined)	.	-17%	.	-1%	13%
CCOc1ccc(-c2c(C(=O)N/N=C/c3c[nH]c4ccccc34)nnn2-c2nonc2N)cc1	6.9%	-25%	-10%	9%	18%
Cc1ccc(S(=O)(=O)NCCNC(C)c2ccc(Br)cc2)cc1 (centres undefined)	0.8%	.	1%	-4%	17%
COc1ccccc1NC(=O)C(C)OC(=O)CCC1CCCCC1 (centres undefined)	1.0%	-5%	-12%	-1%	16%
Cc1cccc(S(=O)Cc2ccc(C(=O)N3CCOCC3)o2)c1 (centres undefined)	0.1%	8%	-3%	-3%	2%
O=C1NC[C@H](c2ccccc2)OC(=O)[C@H](Cc2ccc(F)cc2)C/C=C\C[C@@H]1CC(=O)N(CCO)Cc1ccccc1	4.5%	.	-1%	7%	40%
CC1CCCC(NC(=O)C2CCN(C(=O)Nc3ccccc3)CC2)C1C (centres undefined)	0.8%	7%	-3%	-3%	-4%
C/C(=N\NC(=O)c1ccc2c(c1)OCO2)c1ccc(C(=O)O)s1	1.1%	4%	8%	-4%	-10%	inhibitors of VEEV 10K pilot screen=0.5
CCN1CCCC(CO)(Cc2ccccc2)C1 (centres undefined)	0.8%	-2%	1%	1%	13%	inhibitors of VEEV 10K pilot screen=0.2
COc1ccc(/C(N)=N/OC(=O)c2cccs2)cc1	1.7%	-19%	5%	-16%	60%
O=C1Nc2ccccc2/C1=N/c1sc2c(c1C(=O)NCCc1ccccc1)CCCC2	8.7%	-2%	8%	-6%	-12%
CCOc1ccc(Nc2nc(Cc3nnc(SCC(N)=O)o3)cs2)cc1	0.5%	10%	-5%	-1%	?
CC(C#N)OC(=O)c1cccnc1SCC(=O)Nc1ccc2c(c1)OCO2 (centres undefined)	1.0%	.	1%	-6%	7%
N#C/C(=C\c1ccc[nH]1)C(=O)Nc1ccccc1F	9.1%	-7%	-4%	-3%	5%
NS(=O)(=O)c1ccc(NC2(C(=O)O)CCCC2)cc1	0.2%	-13%	-6%	-5%	-2%
Cc1ccc(-n2ccnc2SCC(=O)O)cc1C	1.7%	13%	-10%	-1%	-3%
CCC(=O)NC(=S)Nc1cccc(Cl)c1N1CCCCC1	2.4%	-4%	22%	-1%	67%
COc1ccc2oc(=O)c(C(=O)N3CCN(c4ccccc4C)CC3)cc2c1	i	-2%	-5%	-14%	-26%
COc1ccc(C2=NS(=O)(=O)N(C)C(C(=O)Nc3ccc4c(c3)OCO4)=C2)cc1	1.9%	-15%	3%	-1%	8%
Cc1sc2nc(C3CC3)nc(NCCNS(=O)(=O)c3ccccc3)c2c1C	0.2%	2%	2%	6%	33%
